Screening results deposited in PubChem BioAssay by several laboratories.
ABCB1 block: human ABCB1 inhibition, ABCG2 as counter-screen | 190,000 tested, 0.067% active | CCRF-Adr cells, JC-1 efflux, flow cytometry | inhibition, % at 6.6 µM; in the data active means inhibition above about 40%;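 further: 0% = vehicle and 100% = reference inhibitor; higher value means more JC-1 retained so stronger ABCB1 efflux block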
Target sequence (P08183 whole entry, looked up): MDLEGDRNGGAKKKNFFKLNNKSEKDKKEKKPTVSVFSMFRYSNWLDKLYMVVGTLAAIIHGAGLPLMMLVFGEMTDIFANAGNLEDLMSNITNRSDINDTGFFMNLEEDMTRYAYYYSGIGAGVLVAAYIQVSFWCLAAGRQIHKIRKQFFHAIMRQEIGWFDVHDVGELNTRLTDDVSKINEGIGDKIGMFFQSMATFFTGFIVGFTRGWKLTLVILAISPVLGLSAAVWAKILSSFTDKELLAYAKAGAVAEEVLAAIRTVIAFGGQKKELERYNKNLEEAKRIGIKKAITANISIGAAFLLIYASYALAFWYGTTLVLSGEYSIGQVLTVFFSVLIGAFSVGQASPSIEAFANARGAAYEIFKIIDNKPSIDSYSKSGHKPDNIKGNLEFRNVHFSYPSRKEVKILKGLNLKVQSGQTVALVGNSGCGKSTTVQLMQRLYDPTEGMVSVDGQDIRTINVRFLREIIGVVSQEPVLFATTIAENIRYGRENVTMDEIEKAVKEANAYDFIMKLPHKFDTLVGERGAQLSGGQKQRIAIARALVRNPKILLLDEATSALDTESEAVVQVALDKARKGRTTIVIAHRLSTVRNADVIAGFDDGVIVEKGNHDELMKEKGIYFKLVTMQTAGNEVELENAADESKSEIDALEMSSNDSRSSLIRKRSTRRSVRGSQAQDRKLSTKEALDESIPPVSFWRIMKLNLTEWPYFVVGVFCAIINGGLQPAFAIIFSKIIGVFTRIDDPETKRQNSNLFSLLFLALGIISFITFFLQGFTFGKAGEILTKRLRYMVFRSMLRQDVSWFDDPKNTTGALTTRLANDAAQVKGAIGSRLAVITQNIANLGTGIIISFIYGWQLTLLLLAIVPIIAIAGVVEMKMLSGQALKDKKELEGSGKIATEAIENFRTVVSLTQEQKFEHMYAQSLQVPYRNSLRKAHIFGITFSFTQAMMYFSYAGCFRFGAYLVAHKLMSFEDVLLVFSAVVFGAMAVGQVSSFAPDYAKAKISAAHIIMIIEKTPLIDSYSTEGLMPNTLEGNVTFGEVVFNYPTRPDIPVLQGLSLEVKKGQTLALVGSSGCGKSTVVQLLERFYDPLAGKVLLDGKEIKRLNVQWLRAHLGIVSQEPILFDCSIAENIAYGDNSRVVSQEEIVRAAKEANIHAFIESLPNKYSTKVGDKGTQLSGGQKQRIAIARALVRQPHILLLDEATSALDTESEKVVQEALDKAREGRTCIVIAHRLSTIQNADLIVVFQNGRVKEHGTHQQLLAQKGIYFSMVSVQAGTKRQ
Avidin fluor: compound fluoresces at 488/530 nm on avidin beads. compound fluorescence 488/530 nm, flow cytometry; stronger effect = higher value. 220,000 tested, 0.38% active. fluorescence (KMESF) at 10 µM; in the data active means fluorescence above about 47; further: inactives centre near 10
Pf gamet viab: kills late stage P. falciparum gametocytes; P. falciparum stage V gametocytes, ATP luminescence, 24 h; inhibition, % at 10.9 µM; 150,000 tested, 0.065% active; AID 743093;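 active means inhibition above the mean plus 3 SD of compounds within the control limits, set per campaign, cut at about 38% in these data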;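 further: 0% = DMSO wells and 100% = medium only without gametocytes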
Rac1 mut GTP: alters GTP binding to activated mutant human Rac1; 190,000 tested, 0.11% active; GST-Rac1 activated beads, fluorescent GTP binding, flow cytometry; actives lie on both sides; 100% means binding = to untreated wells; percent activity (GTP binding), % at 10 µM; P63000; AID 764;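 active means GTP binding at least 20 percentage points away from the 100% baseline, in either direction, so actives lie on both sides; inconclusive means Compound likely fluorescent itself, or too few beads counted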
ABCG2 block: human ABCG2 inhibition, ABCB1 as counter-screen; Q9UNQ0; IgMXP3 cells, JC-1 efflux, flow cytometry; inhibition, % at 6.6 µM; 190,000 tested, 0.1% active;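 active means inhibition above 80%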;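 further: 0% = DMSO and 100% = nicardipine control wells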
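Measure – % inhibition of efflux relative to nicardipine and DMSO · Test system – ABCG2 IgMXP3 and barcoded ABCB1 CCRF-Adr cell mix · Control set – nicardipine as high control, DMSO as low control · Compound – one concentration, 6.6 µM final · Signal – flow cytometry of retained JC-1 fluorescence · Timing – 10 min exposure at 25 °C with rotation, no wash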
Cdc42 wt: changes GTP binding to wildtype human Cdc42; 190,000 tested, 0.2% active; P60953; percent activity (GTP binding), % at 10 µM; GST-Cdc42 beads, Bodipy-GTP binding, flow cytometry; actives lie on both sides;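 active means percent activity GTP binding at least 20 points away from the 100% baseline, either down as inhibitor or up as activator; inconclusive means compound flagged as likely green fluorescent from well-wide comparison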;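 further: median bead fluorescence of bound Bodipy-FL-GTP at 100 nM; 0% = excess unlabeled GTP control and 100% = no compound control; below 100% means less GTP binding so inhibitor and above means activator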
Rac1 wt modul: alters GTP binding to wildtype human Rac1; GST-Rac1 beads, fluorescent GTP binding, flow cytometry; actives lie on both sides; 0 = cold GTP competed, 100 = untreated; GTP binding activity (% of control), % at 10 µM; 190,000 tested, 0.27% active;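 active means GTP binding activity at least 20 points away from the 100% control level, either lower or higher; inconclusive means compound flagged as likely green fluorescent, judged across all proteins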
GSH bead fluor: GSH bead compound fluorescence profile; GSH beads flow cytometry, compound fluorescence 488/530 nm; stronger effect = higher value; fluorescence (KMESF) at 10 µM; 190,000 tested, 0.25% active; AID 1776; in the data active means fluorescence above about 89;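 further: glutathione beads carrying GST-tagged Bcl family fusion proteins plus one bare bead set; values are compound well signal with DMSO vehicle wells as background; inactives centre near 16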
Rab2A wt mod: changes GTP binding to wildtype dog Rab2A, up or down. P61105. GST-Rab2 wt beads, Bodipy-GTP binding, flow cytometry. GTP binding activity, % at 10 µM. 190,000 tested, 0.19% active. AID 760;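 active means GTP binding activity at least 20 points away from 100%, either lowered or raised; inconclusive means signal likely due to the compound's own green fluorescence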;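 further: 0% = beads with excess unlabeled GTP and 100% = no-compound control corrected for plate trend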
Rab7 wt GTP bind: dog Rab7 wildtype GTP binding, inhibitors and activators. GTP binding activity (percent of control), % at 10 µM. 190,000 tested, 0.055% active. GST-Rab7 beads, fluorescent GTP binding, flow cytometry; actives lie on both sides; untreated = 100%, excess cold GTP = 0%. AID 758;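 active means fluorescent GTP binding to Rab7 beads changed by at least 20 points from the 100% baseline, either direction, mostly lower; inconclusive means compound itself probably fluorescent, or too few beads counted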;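 further: median green fluorescence of bound Bodipy-FL-GTP per Rab7 bead population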
HRas wt GTP: changes GTP binding to wildtype human HRas; GST-Ras wt beads, Bodipy-FL-GTP binding, flow cytometry; actives lie on both sides; AID 759; P01112; GTP binding activity, % at 10 µM; 190,000 tested, 0.14% active;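 active means GTP binding activity at least 20% away from the 100% baseline, either lowered as inhibitor or raised as activator; inconclusive means flagged as likely green fluorescent, judged across all proteins in the well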;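 further: 0% = unlabeled GTP competition control and 100% = no-compound control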
Starred values were filed as active, the others as inactive; ? = inconclusive; . = not tested or not shown.

SMILES	ABCB1 block	Avidin fluor	Pf gamet viab	Rac1 mut GTP	ABCG2 block	Cdc42 wt	Rac1 wt modul	GSH bead fluor	Rab2A wt mod	Rab7 wt GTP bind	HRas wt GTP
CC(=O)c1cc2c(cc1NC(=O)CN1CCOCC1)OCO2	0.8	10	11	92	5	96	93	37	94	94	94
CC(=O)NC1=NN(C(C)=O)C2(CCCC2)S1	0.5	22	0	97	2	95	100	9	97	102	97
CC(=C1C2C=CC1C1C(=O)NC(=O)C21)c1ccccc1 (stereo not given)	0.4	14	.	92	1	98	97	36	97	97	98
CC(C)CN(C(=O)CSc1nnc(-c2ccco2)o1)c1c(N)n(Cc2ccccc2)c(=O)[nH]c1=O	-0.1	11	18	95	-2	94	97	12	97	98	98
Nc1nonc1NC(=O)CSc1nc2ccccc2s1	0.1	30	17	92	4	90	93	16	90	93	93
COC(=O)c1ccc(C)c(NC(=O)CCc2ccc(OC)c(OC)c2)c1	0.0	23	16	102	29	104	105	10	100	97	100
COc1ccc(Br)cc1C(=O)NC(=S)Nc1ccc(Cl)c(C(=O)O)c1	-0.7	14	-27	86	-3	84	81	10	88	90	89
COC(=O)Cn1cnc2c(nnn2-c2ccc(C)cc2)c1=O	0.7	2	-5	99	8	102	100	30	101	100	99
COc1cc(/C=N/O)cc(Cl)c1OC	-1.4	14	2	103	11	104	110	10	101	102	102
N#C/C(=C\c1ccc(-c2ccc(F)cc2)o1)C(=O)Nc1nc(-c2cccs2)cs1	-1.1	5	-5	96	-7	105	101	11	94	96	98
CC(=O)N1CCC2(CC1)C(C#N)=C(N)Oc1n[nH]c(C(F)(F)F)c12	-0.5	36	.	98	-5	103	109	29	100	103	101
CCN(CC)c1ncnnc1-c1ccccc1	0.6	2	9	96	10	100	106	8	98	97	98
CC1CN(S(=O)(=O)c2ccccc2)C(C)CN1S(=O)(=O)c1ccccc1 (stereo not given)	0.4	7	.	99	0	99	102	17	97	103	101
CCCCn1c(N)c(N(CC)C(=O)/C=C/c2ccco2)c(=O)[nH]c1=O	-0.3	8	-10	94	1	97	97	15	99	102	99
CC(=O)Oc1ccc(C(=O)[C@H]2[C@H]3C(=O)N(c4cccc5ccccc45)C(=O)[C@H]3[C@@H]3C=CC=NN32)cc1	-0.7	15	-9	100	0	98	102	10	97	100	99
Cc1ccc2cc(/C=N/NC(=O)[C@H]3C[C@@H]3c3ccccc3)c(Cl)nc2c1	0.4	2	5	95	-3	101	102	11	99	101	101
Clc1ccccc1-c1ccc(CN2CCN(c3ccccc3)CC2)o1	1.1	13	.	?	7	?	?	10	?	?	?
Cc1nnc(NC2=NCCCCC2)o1	0.2	9	.	99	0	102	102	23	101	101	103
Cc1ccc2c(Cl)cc(Cl)c(OCC(=O)NC(C)(C)C)c2n1	0.6	15	-17	95	4	97	98	27	99	106	98
Cc1csc(SCC(=O)NC(=O)Cc2ccccc2)n1	0.1	13	0	102	2	105	106	19	99	101	103

A draw from above in order of SMILES length, largest number first.
SMILES	ABCB1 block	Avidin fluor	Pf gamet viab	Rac1 mut GTP	ABCG2 block	Cdc42 wt	Rac1 wt modul	GSH bead fluor	Rab2A wt mod	Rab7 wt GTP bind	HRas wt GTP
CC(=O)Oc1ccc(C(=O)[C@H]2[C@H]3C(=O)N(c4cccc5ccccc45)C(=O)[C@H]3[C@@H]3C=CC=NN32)cc1	-0.7	15	-9	100	0	98	102	10	97	100	99
Cc1ccc2cc(/C=N/NC(=O)[C@H]3C[C@@H]3c3ccccc3)c(Cl)nc2c1	0.4	2	5	95	-3	101	102	11	99	101	101
CC(=O)N1CCC2(CC1)C(C#N)=C(N)Oc1n[nH]c(C(F)(F)F)c12	-0.5	36	.	98	-5	103	109	29	100	103	101
CCCCn1c(N)c(N(CC)C(=O)/C=C/c2ccco2)c(=O)[nH]c1=O	-0.3	8	-10	94	1	97	97	15	99	102	99
COc1ccc(Br)cc1C(=O)NC(=S)Nc1ccc(Cl)c(C(=O)O)c1	-0.7	14	-27	86	-3	84	81	10	88	90	89
Cc1ccc2c(Cl)cc(Cl)c(OCC(=O)NC(C)(C)C)c2n1	0.6	15	-17	95	4	97	98	27	99	106	98
Clc1ccccc1-c1ccc(CN2CCN(c3ccccc3)CC2)o1	1.1	13	.	?	7	?	?	10	?	?	?
COC(=O)Cn1cnc2c(nnn2-c2ccc(C)cc2)c1=O	0.7	2	-5	99	8	102	100	30	101	100	99
Cc1csc(SCC(=O)NC(=O)Cc2ccccc2)n1	0.1	13	0	102	2	105	106	19	99	101	103
COc1cc(/C=N/O)cc(Cl)c1OC	-1.4	14	2	103	11	104	110	10	101	102	102
Cc1nnc(NC2=NCCCCC2)o1	0.2	9	.	99	0	102	102	23	101	101	103

The results go on:
SMILES	ABCB1 block	Avidin fluor	Pf gamet viab	Rac1 mut GTP	ABCG2 block	Cdc42 wt	Rac1 wt modul	GSH bead fluor	Rab2A wt mod	Rab7 wt GTP bind	HRas wt GTP
CC(C)=CC(=O)Nc1ccc(Cl)cc1	1.4	6	-16	98	13	99	101	11	99	102	99
Cc1ccc(CS(=O)(=O)CCC(=O)NCCC(C)C)cc1	0.1	20	.	95	0	94	95	12	94	93	93
O=C(c1ccc2c3c(cccc13)CC2)N1CCOCC1	0.1	13	8	100	0	106	101	65	103	96	102
CC1CCCN(c2nc3c(c(=O)[nH]c(=O)n3C)n2CCSc2nc3ccccc3o2)C1 (stereo not given)	1.1	21	.	97	6	106	101	14	101	108	103
CC1CCN(CCCCOc2cccc(Br)c2)CC1	1.2	3	.	101	16	99	104	10	100	99	99
O=C(Nc1nc2ccc(S(=O)(=O)N3CCCC3)cc2s1)c1ccco1	0.1	15	-46	99	3	98	101	8	100	97	102
O=C(Nc1ccc2c(c1)OCCO2)c1cc(-n2cnnc2)ccc1Cl	0.5	15	-23	97	3	95	96	16	95	99	98
Cc1cccc(Nc2nc(N)c([N+](=O)[O-])c(N3CCN(C)CC3)n2)c1	0.4	18	.	99	47	106	106	11	98	98	99
O=C(NCc1ccco1)c1cc(NS(=O)(=O)c2cccc([N+](=O)[O-])c2)ccc1O	0.4	11	.	96	6	94	94	15	94	94	92
O=C1CC(c2ccc(Cl)cc2)n2nc(N3C(=O)CCC3=O)nc2N1 (stereo not given)	0.0	8	-17	99	0	102	98	66	102	99	102
CCN(CC)S(=O)(=O)c1ccc(C(=O)NCc2ccc(C)cc2)cc1	0.4	14	.	102	1	104	100	60	103	100	102
CSCC[C@H](NC(=O)NCc1cccs1)C(=O)O	2.9	12	.	98	13	98	98	27	98	98	98
COC(=O)/C(C#N)=C/c1ccc(C)o1	0.1	6	-8	97	2	99	98	20	96	96	95
FC(F)(F)c1cnc(C(c2ccccc2)c2ncn[nH]2)c(Cl)c1 (stereo not given)	0.2	9	-19	100	17	101	106	18	104	109	104
Cc1ccc(C)c(N2C(=N)S/C(=C\c3ccc(-c4ccccc4C(=O)O)o3)C2=O)c1	0.1	8	32	90	5	93	93	11	91	92	92
O=C(NCc1ccccc1)c1ccc2nccnc2c1	0.4	36	-3	98	6	99	102	11	98	100	99
COc1cccc(NC(=S)N2CCN(c3ccccn3)CC2)c1	-0.3	2	2	100	-1	100	101	7	97	93	99
Cc1cc(C=O)c(C)n1-c1ccc(Oc2ccc([N+](=O)[O-])cn2)cc1	0.2	13	-4	97	-2	101	102	18	100	100	98
S=C(NCc1ccccn1)Nc1ccccc1	-0.5	7	.	100	0	100	103	9	100	97	97
CC1(C)CC(=O)C2=C(C1)OC(N)=C(C#N)C2c1ccc(OC(=O)N2CCOCC2)cc1 (stereo not given)	0.1	9	-9	99	0	99	99	5	96	97	97
Cn1cccc1CC(=O)N/N=C/C(Cl)=C/c1ccccc1	0.4	4	1	94	37	98	97	11	93	97	95
COc1cccc([C@@H]2Oc3ccc(Br)cc3C(=O)[C@H]2OC(=O)NC2CCCC2)c1	1.9	10	.	97	17	106	108	18	104	104	104
Cc1cc(NC(=O)c2sccc2C)n(-c2cccc(Cl)c2)n1	-0.3	10	.	102	11	105	117	30	104	104	105
Cc1ccc(-c2nc3cc(Cl)ccc3o2)cc1	0.1	2	22	95	1	98	98	48	95	95	98
CC(=O)Nc1cccc(NC(=S)Nc2cccc(Cl)c2C)c1	0.2	7	.	94	2	96	96	24	92	92	91
O=C(NCc1ccccn1)/C(=N/O)c1ccccc1	0.6	11	-26	102	2	101	103	26	101	100	102
c1ccc(-n2nnnc2Oc2ccc(-n3ccnc3)cc2)cc1	-1.8	14	5	98	7	100	102	33	100	96	99
CCN(CC)CCN1C(=O)C(=O)/C(=C(/O)c2c(C)[nH]c(C(=O)OC)c2C)C1c1ccccc1 (stereo not given)	0.8	9	-1	98	7	101	100	52	101	103	102
Cc1cccc(NC(=O)c2cc([N+](=O)[O-])ccc2NCC2CCCO2)n1 (stereo not given)	2.7	10	6	97	33	99	98	16	95	94	98
COc1ccc(CN(C)Cc2nc3scc(-c4ccccc4)c3c(=O)[nH]2)cc1OC	1.6	5	-23	98	6	101	101	8	98	97	100
CCC1CCCCN1CCNC(=O)CNS(=O)(=O)c1ccc2nc(C)sc2c1 (stereo not given)	0.6	31	.	96	2	99	98	13	99	101	99
Cc1ccc(-n2ncc3c(=O)n(CC(=O)NC4CCCCC4)cnc32)cc1	-0.3	13	.	102	-1	104	105	35	104	102	106
COCCCNCC(O)C(F)(F)F (stereo not given)	0.2	9	-8	95	0	97	98	16	98	95	94
COc1ccc(C)cc1S(=O)(=O)Nc1cc(Cl)ccc1Cl	0.1	5	-1	99	1	102	105	15	98	100	100
CC(Sc1nc2ccccc2s1)C(=O)Nc1nnc(C(C)C)s1 (stereo not given)	0.3	7	.	102	3	102	106	27	99	97	99
CCN(C(=O)COC(=O)c1c(-c2ccccc2)noc1C)C1CCS(=O)(=O)C1 (stereo not given)	0.7	8	.	99	1	103	100	67	101	98	100
CN1CCN(/N=C/c2c3ccccc3c(Cl)c3ccccc23)CC1	-0.3	19	13	96	-1	96	97	72	99	105	99
Cc1ccn2cc(-c3nonc3C)cc2c1	1.0	6	.	95	5	96	95	18	93	96	97
